H9c2 TAG inh = inhibitors of triacylglycerol accumulation, primary screen, cell-based, uHTS, fluorescence, H9c2; H9c2 cells, Nile Red lipid (TAG) fluorescence; cells loaded with 200 µM oleic acid; AID 651582, 2012; inhibition, % at 12.5 µM; 230,000 tested, 0.66% active;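 active = pattern-corrected inhibition of lipid staining of at least 50% with the nuclear-stain viability signal not falling by more than 50%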;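 also: 0% = DMSO wells and 100% = triacsin C control wells; some results filed as inactive read as strong as hits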
H9c2 TAG inh DAPI viability = also measured in H9c2 TAG inh; calls as there; DAPI nuclei signal change (viability), lower = more cytotoxic, %;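 whole-well DAPI fluorescence read on a plate reader as a viability signal; minus 50 percent equals half of cells still viable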
* = called active by the depositor.

SMILES	H9c2 TAG inh	H9c2 TAG inh DAPI viability
CCOC(=O)C1CCN(C(=O)c2cccc(S(=O)(=O)N3c4ccccc4CC3C)c2)CC1 (stereo unspecified)	-7	5
Cc1cc(-c2nnc3n2N=C(c2ccc(F)cc2)CS3)n[nH]1	3	1
CC(=O)c1cccc(NC(=O)C(C)OC(=O)c2ccc(Br)o2)c1 (stereo unspecified)	9	-6
CCOc1cc(S(=O)(=O)NCc2ccc3c(c2)OCO3)c(C)cc1C	-23	10
COc1ccc2c(c1)Sc1ccccc1N2	-15	9
CCOC(=O)C1=CN(Cc2cccc(-c3ccc4c(c3)OCO4)c2)S(=O)(=O)N(C)C1C (stereo unspecified)	-11	-6
CCN(CC(=O)NCc1cccs1)C(=O)c1ccc(S(=O)(=O)N(CC)c2ccccc2)cc1	-8	2
Cn1c(CCNC(=O)c2ccc(F)cc2)nc2ccccc21	-1	8
COc1ccc(CCNC(=O)c2cccc(C(=O)NCCc3ccc(OC)cc3)n2)cc1	-1	0
Cc1ccc(N2OC3C(=O)NC(=O)C3C2c2ccco2)cc1 (stereo unspecified)	-8	1
O=C(Nc1nnc(N2CCCCCC2)s1)c1cc(-c2ccc(Br)cc2)on1	1	6
COc1cccc(NC(=O)c2cccc(OC)c2OC)c1	25	-4
Cc1ncccc1C(=O)N1CCCC(C(=O)c2ccc3c4c(cccc24)CC3)C1 (stereo unspecified)	-9	17
COc1ccc(OC)c(C(=O)C2COC(=O)C2)c1 (stereo unspecified)	-1	2
C[C@H]1C[C@H]2[C@@H]3CCC4=CC(=O)C=C[C@]4(C)[C@@]3(F)[C@@H](O)C[C@]2(C)[C@@]1(O)C(=O)CO	19	8
COc1ccc(CNC(=O)CCc2ccc(S(=O)(=O)N3CCCCCC3)cc2)cc1	9	-12
O=C(Cn1cnc2c(oc3ccccc32)c1=O)NCC1CCCO1 (stereo unspecified)	-2	4
O=C(N/C(=C/c1ccco1)C(=O)N1CCc2ccccc21)c1ccco1	0	1
CCC(C)Sc1ccc([C@H]2N[C@@](CC(C)C)(C(=O)OC)[C@H]3C(=O)N(CC)C(=O)[C@@H]23)cc1 (stereo partly specified)	-7	5
CC(=O)OC(C)[C@H]1CC[C@H]2[C@@H]3CC[C@H]4C[C@@H](OC(C)=O)CC[C@]4(C)C3=CC[C@]12C (stereo partly specified)	-9	-24
COC(=O)COc1ccc(/C=C2/SC(=O)N(CC(=O)N3CCCC3)C2=O)cc1Br	-7	-5
COc1ccc(CCNC(=O)CSc2nc(O)cc(=O)[nH]2)cc1OC	-8	21
Cc1ccc(C(=O)C2CCN(C(=S)NCC3CCCO3)CC2)cc1 (stereo unspecified)	-11	26
O=C(CCNC(=O)c1ccc(Br)cc1)Nc1cccc(S(=O)(=O)N2CCCCCC2)c1	-8	1
CC(C)CN(C(=O)COC(=O)C1CC1)c1c(N)n(Cc2ccccc2)c(=O)[nH]c1=O	-1	4
CCCN(CCC)CCNC(=O)Cn1cc2c(n1)-c1c(oc(C(=O)N3CCCC3)c1C)CC2	-6	-2
O=C(NC(c1cccnc1)c1ccc2c(c1)OCO2)C1CCN(CCOc2ccc(Cl)cc2Cl)CC1 (stereo unspecified)	-5	-6
NS(=O)(=O)c1ccc(CCNC(=O)CSc2ccc3ccccc3c2)cc1	-4	6
CCC(c1nnc(SCC(=O)N2CCOCC2)n1C1CCCCC1)N(C)C (stereo unspecified)	13	-8
Cc1ccc(C(=O)Nc2nc3ccccc3n2CCN2CCCC2)cc1	10	2
O=C(CSc1nnc2ccccn12)Nc1ccccc1[N+](=O)[O-]	5	8
CCOc1ncccc1C(=O)Nc1ncc(C)s1	1	7
O=C(CSC1=NCCN1)NC(c1ccccc1)c1ccccc1	44	-11
O=C(O)CCCCCNC(=O)c1ccccc1	-5	3
O=C(O)c1cccc(C(=O)Nc2cccc(NC(=O)C3CCCO3)c2)c1 (stereo unspecified)	-2	-3
Cn1cnc(NCc2ccccc2)c1[N+](=O)[O-]	6	-5
O=S(=O)(c1cccc(-c2nnc(SCc3nc4ccccc4s3)o2)c1)N1CCOCC1	15	4
O=C(CN(CC1CCCO1)C(=O)CNS(=O)(=O)c1ccccc1)NCc1ccccc1 (stereo unspecified)	2	-1
O=C(C[C@@H]1C/C=C\C[C@@H](NC(=O)OCC2c3ccccc3-c3ccccc32)C(=O)OCCNC1=O)N[C@@H](CO)Cc1ccccc1	-19	15
CC(C)(C)NC(=O)C(=O)NNC(=O)c1cccc(Br)c1	1	-2
Cc1ccc(NC2CCCN(C(=O)CCc3cn[nH]c3)C2)cc1C (stereo unspecified)	13	5
CC12C=CC3(O1)C(C(=O)N(c1cccnc1)C3C(=O)NC1CCCCC1)C2C(=O)Nc1ccccc1 (stereo unspecified)	-30	21
Cc1cccc(NC(=O)CNC(=O)COC(=O)c2ccco2)c1C	4	1
Cc1ccc2nc(N(CCN(C)C)C(=O)C3=COCCO3)sc2c1	13	-1
CCOc1ccc(-c2cn3ccccc3n2)cc1	7	-5
O=C(Nc1ccccc1)Nc1ncc(C(F)(F)F)cc1Cl	-7	15
CCN(C(=O)Cn1cc(C(=O)C(=O)N2CCOCC2)c2ccccc21)c1ccccc1	8	-2
CN(C(=O)c1cccc(NC(=O)Cc2cccc(NC(=O)C3CCCN(C(=O)c4ccccc4)C3)c2)c1)C1CC1 (stereo unspecified)	36	3
CC(=O)c1ccc(N2CCN(CC(=O)NC(=O)NCc3ccccc3)CC2)cc1	7	0
O=C(NCC(=O)N1CCN(c2ccccc2F)CC1)c1cccs1	12	0
(cont.)
SMILES	H9c2 TAG inh	H9c2 TAG inh DAPI viability
CCN1C(=NCCc2ccc([N+](=O)[O-])cc2)N[C@@H](c2ccccc2)[C@H](C(=O)OC)[C@H]1C	1	10
COC(=O)c1cc(Br)ccc1N(Cc1cc(OC)cc(OC)c1)S(C)(=O)=O	-29	14
Cc1cc(C(=O)COc2ccc3ccc(=O)oc3c2)c(C)n1C	6	7
Nc1ncnc(NC2CCS(=O)(=O)C2)c1[N+](=O)[O-] (stereo unspecified)	9	-3
COC(=O)c1[nH]c2cccc(OC)c2c1NC(=O)CCN1CCC(C)CC1	9	-6
CCOC(=O)c1ccc(NC(=O)C2CC(O)CN2S(=O)(=O)c2ccc(C)cc2)cc1 (stereo unspecified)	22	-6
CCOC(=O)/C(C#N)=C/c1ccc(SC)cc1	10	-3
CN(C)CCNC(=O)c1cccc2c(-c3ccc(F)c(F)c3)coc12	24	9
CCOC(=O)C1CCN(Cc2cc(C(C)C)c(O)c(C(C)C)c2)CC1	26	-38
CCOC(=O)N1CCN(C(=O)c2cn(CC)c3ccc(S(=O)(=O)N4CC(C)CC(C)C4)cc3c2=O)CC1 (stereo unspecified)	21	-18
COc1cccc2c1C(=O)c1c(O)c3c(c(O)c1C2=O)CC(O)(C(=O)CO)CC3OC1CC(N(C)C)C(O)C(C)O1 (stereo unspecified)	4	-97
CCOc1cccc(C2C(C#N)=C(N)Oc3cc(C)oc(=O)c32)c1OCC (stereo unspecified)	-9	-5
CN(Cc1ccccc1)S(=O)(=O)c1cccc(C(=O)O)c1	6	-4
CC(=O)Nc1ccc(NC(=O)C(C)OC(=O)CCc2c[nH]c3ccccc23)cc1 (stereo unspecified)	18	-8
Cc1nnc(SCC(=O)N2CCN(c3ccccc3)CC2)n(N)c1=O	5	5
O=C1C(NS(=O)(=O)c2ccccc2)=C(N2CCN(c3ccc(F)cc3)CC2)C(=O)c2ccccc21	28	-1
NC(=O)CC[C@@H]1NC(=O)[C@H](CO)NC(=O)c2cc([N+](=O)[O-])cc(I)c2NCC[C@@H](C(N)=O)NC1=O	-11	-2
CCCN(C(=O)COC(=O)CNC(=O)c1ccc2ccccc2c1)c1c(N)n(Cc2ccccc2)c(=O)[nH]c1=O	2	0
CCOC(=O)C1=C(COC(=O)CNS(=O)(=O)c2c(F)cc(F)cc2Br)NC(=O)NC1C (stereo unspecified)	-1	-2
O=C(CNC(=O)c1ccccc1)OC(C(=O)c1ccccc1)c1ccccc1 (stereo unspecified)	-3	0
Cc1cccc(C(=O)N(CCc2ccccc2)Cc2ccccc2)c1[N+](=O)[O-]	-10	4
Cc1nc2ccc(NC(=O)c3ccc(Cl)s3)cc2s1	-30	-4
O=C(CCn1cccn1)N1CCCC(N2CCN(c3cccc(C(F)(F)F)c3)CC2)C1 (stereo unspecified)	0	3
CCCCCC(=O)N(Cc1ccccc1)c1c(N)n(CCOC)c(=O)[nH]c1=O	3	0
COc1ccc(C(=O)NNC(=O)c2ccc(S(=O)(=O)N3CCOCC3)cc2)cc1	3	-5
O=[N+]([O-])c1cc(CSC2=NCCN2)ccc1O	-2	12
O=C1NC(=S)NC1=Cc1ccc(O)cc1	12	0
CC(C(=O)NCc1cccnc1)N1C(=O)c2ccccc2C1=O (stereo unspecified)	-14	1
Cc1ccc(CCNc2ccc3ccccc3c2)cn1	-8	0
CC1CN(C(=O)CCC(=O)NCc2ccccc2)c2ccccc2S1 (stereo unspecified)	-1	-2

An excerpt from above in order of number of heavy atoms, high to low:
SMILES	H9c2 TAG inh	H9c2 TAG inh DAPI viability
COc1ccc(CCNC(=O)c2cccc(C(=O)NCCc3ccc(OC)cc3)n2)cc1	-1	0
CN(C)CCNC(=O)c1cccc2c(-c3ccc(F)c(F)c3)coc12	24	9
O=C(O)CCCCCNC(=O)c1ccccc1	-5	3

More results follow.
SMILES	H9c2 TAG inh	H9c2 TAG inh DAPI viability
CCc1ccc(C(=O)COC(=O)c2n[nH]c3ccccc23)cc1	0	-6
COc1cccc(NC(=O)CN(C)C(=O)c2csc3c2CCCC3)c1	-31	-2
Cc1ccc(S(=O)(=O)N2CCC(C(=O)N3Cc4ccccc4C3)CC2)cc1	-1	-13
CN(C)CCCN(C(=O)c1cc(-c2cccs2)nc2ccccc12)c1nc2c(F)cccc2s1	10	20
COc1cccc2c1OCC(CN1CCN(Cc3ccccc3)C(CCO)C1)=C2 (stereo unspecified)	-3	5
COC(=O)c1cccc(NC(=O)CCCOc2cccc(C)c2)c1	8	-2
CCc1ccc(N2CC(C(=O)Nc3cccc(S(=O)(=O)N4CCCC4)c3)CC2=O)cc1 (stereo unspecified)	-6	-3
CCN(CC(=O)NCc1cccs1)CC(=O)Nc1ccccc1C	11	0
Cc1c(NC(=O)COC(=O)c2cc3c4ccccc4n(C)c3s2)c(=O)n(-c2ccccc2)n1C	-29	7
CCc1ccc(NC(=O)Cc2c(C(=O)O)n(C)c3ccccc23)cc1	-6	6
O=C(Nc1ncccc1O)c1ccc(S(=O)(=O)Nc2ccccc2)cc1	-49	13
N/C(=N\OC(=O)CCCOc1ccccc1)c1cccc(Br)c1	-4	-5
CCCCCCCCCCNC(=O)CCn1[nH]c(=O)c2ccccc2c1=O	11	-9
COc1ccc(NC(=O)CN(C)C(=O)c2cc(-c3ccc(OC)cc3)nc3ccccc23)cc1	13	20
Cc1ccc2[nH]c(=O)c(CN(Cc3cccnc3)Cc3nnnn3CC3CCCO3)cc2c1 (stereo unspecified)	9	1
Cc1cccc(S(=O)(=O)CC(=O)Nc2nc(-c3ccccc3)cs2)c1	10	3
Cc1nc2c(C)cccc2c2c1CCS2	20	-13
Cc1cnc(C(=O)Oc2c(C)ccc(C)c2C)cn1	3	-23
Cc1ccc(Nc2nc(Cl)c(C=O)s2)cc1	6	5
Cc1ccc(NC(=O)COC(=O)CN2C(=O)c3ccccc3C2=O)cc1S(=O)(=O)N(C)C	10	-5
CCOC(=O)NC1CCc2cc(OC)c(OC)c(OC)c2-c2ccc(SC)c(=O)cc21 (stereo unspecified)	35	-18
CN(c1ccc(OCC(=O)NCc2cccnc2)cc1)S(=O)(=O)c1ccc(Cl)cc1	-3	4
CCOc1ccc(NC(=O)NC2CC(=O)N(c3ccc(OC)cc3)C2)cc1 (stereo unspecified)	11	2
C[C@H](CO)N1C[C@H](C)[C@@H](CN(C)S(=O)(=O)c2ccc(F)cc2)Oc2ccc(NC(=O)CCN3CCOCC3)cc2C1=O	-5	-23
O=C(NC(=S)NC(CO)Cc1ccccc1)c1ccc(F)cc1 (stereo unspecified)	-20	-6
O=C(COC(=O)CNS(=O)(=O)/C=C/c1ccccc1)NC1CCS(=O)(=O)C1 (stereo unspecified)	-1	-1
Cc1ccc(OCC(=O)N2CCc3ccccc32)c([N+](=O)[O-])n1	-20	-1
O=C(COc1ccccc1Cl)Nc1ccccc1C(=O)NC1CC1	4	-4
Cc1ccc(NC2Sc3ccccc3NC2=O)cc1 (stereo unspecified)	25	-20

Arranged by count of non-hydrogen atoms (low to high): part of the list above
SMILES	H9c2 TAG inh	H9c2 TAG inh DAPI viability
Cc1nc2c(C)cccc2c2c1CCS2	20	-13
Cc1ccc(Nc2nc(Cl)c(C=O)s2)cc1	6	5
Cc1cnc(C(=O)Oc2c(C)ccc(C)c2C)cn1	3	-23
O=C(NC(=S)NC(CO)Cc1ccccc1)c1ccc(F)cc1 (stereo unspecified)	-20	-6
O=C(COc1ccccc1Cl)Nc1ccccc1C(=O)NC1CC1	4	-4
CCc1ccc(NC(=O)Cc2c(C(=O)O)n(C)c3ccccc23)cc1	-6	6
O=C(Nc1ncccc1O)c1ccc(S(=O)(=O)Nc2ccccc2)cc1	-49	13
CCOc1ccc(NC(=O)NC2CC(=O)N(c3ccc(OC)cc3)C2)cc1 (stereo unspecified)	11	2
CN(c1ccc(OCC(=O)NCc2cccnc2)cc1)S(=O)(=O)c1ccc(Cl)cc1	-3	4
CCOC(=O)NC1CCc2cc(OC)c(OC)c(OC)c2-c2ccc(SC)c(=O)cc21 (stereo unspecified)	35	-18
Cc1ccc(NC(=O)COC(=O)CN2C(=O)c3ccccc3C2=O)cc1S(=O)(=O)N(C)C	10	-5
Cc1ccc2[nH]c(=O)c(CN(Cc3cccnc3)Cc3nnnn3CC3CCCO3)cc2c1 (stereo unspecified)	9	1
COc1ccc(NC(=O)CN(C)C(=O)c2cc(-c3ccc(OC)cc3)nc3ccccc23)cc1	13	20
C[C@H](CO)N1C[C@H](C)[C@@H](CN(C)S(=O)(=O)c2ccc(F)cc2)Oc2ccc(NC(=O)CCN3CCOCC3)cc2C1=O	-5	-23

Screening data (PubChem)

Not all compounds are listed; rates above refer to the full screens.
